GAA inh: blocks human lysosomal alpha-glucosidase. 200,000 tested, 0.005% active. Potency, µM (highest dose often 76.9 µM), for the others: top-dose activity change, negative = inhibition, usual class: inhibitors. P10253. purified human GAA, 4-MU-alpha-glucoside fluorescence;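 also: plate controls were uninhibited enzyme wells for no effect and no-enzyme background for full effect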
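Human alpha-glucosidase, 4 nM, pre-mixed with test compounds before 400 uM 4-methylumbelliferyl substrate; 20 min room temperature at pH 5.0. Fluorescence read after pH 10 stop; AC50 values from Hill-equation fits.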
HttQ103 aggreg: mutant huntingtin aggregation inhibition | PC12 HttQ103-GFP aggregates, Acumen cytometry, 40 h | Potency, µM (titrated, usually from 46.1 µM), inactives show top-dose activity change, negative = inhibition, actives largely listed as inhibitors | 220,000 tested, 1.1% active | AID 1688; also: % is scaled to controls: 0 for no effect and ±100 for the full control effect; nearly all actives have a fitted effect of over 60% in size
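Read-out: GFP aggregate count by laser scanning cytometer (488 nm excitation, 500-530 nm emission, 1–25 µm objects >6 SD above background). Cells: PC12, inducible HTTex1-Q103-GFP, 100 nM tebufenozide; compounds titrated.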
IMPase Li cell: IMPase inhibition in cells with lithium potentiation. 210,000 tested, 0.35% active. CHO-M1 cells, IP1 TR-FRET (IP-One), carbachol + lithium. Potency, µM (doses to about 59.4 µM), for inactives: top-dose activity, negative = IMPase inhibition, usual class: inhibitors;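 also: IP1 builds up when IMPase is blocked and the TR-FRET signal falls; plate controls were basal vehicle for no effect and high inhibitor control for full effect; nearly all actives have a fitted effect of over 50% in size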
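Test compounds were applied to CHO-M1 cells previously cultured for 16–30 h at 2000 per well. A small lithium amount accompanied them; after 30 min at 37C, IP1 was quantified by TR-FRET.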
GoLoco inh red: blocks human Gai1 binding to RGS12 GoLoco peptide, red readout; P63096; Gai1:RGS12 GoLoco peptide FP, rhodamine, 10 min; Potency, µM (top dose mostly 61.6 µM), without a hit: at the top dose activity, negative = inhibition, usual class: inhibitors; 230,000 tested, 0.44% active; active = well fitted inhibition curve with a large enough effect, not every such curve was filed as active; inactive = no such curve, though single readings can be large or run the other way; also: % is scaled to controls: 0 for no effect and ±100 for the full control effect; nearly all actives have a fitted effect of over 30% in size; many of its hits are not listed in these tables
Target sequence (P63096 whole entry, looked up): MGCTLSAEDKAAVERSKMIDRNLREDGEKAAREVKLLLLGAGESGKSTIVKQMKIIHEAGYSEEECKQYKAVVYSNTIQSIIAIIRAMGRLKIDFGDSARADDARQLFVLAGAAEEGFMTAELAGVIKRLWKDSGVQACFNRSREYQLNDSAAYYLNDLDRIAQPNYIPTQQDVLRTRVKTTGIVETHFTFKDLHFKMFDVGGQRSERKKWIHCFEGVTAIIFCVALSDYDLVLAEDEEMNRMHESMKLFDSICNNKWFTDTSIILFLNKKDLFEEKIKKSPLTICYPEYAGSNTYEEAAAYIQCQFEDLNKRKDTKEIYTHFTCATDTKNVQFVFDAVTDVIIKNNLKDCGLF
aGlu spleen mod: inhibitors or activators of human alpha-glucosidase in spleen homogenate. P10253. AID 2112. Potency, µM (series often up to 79.9 µM), without a hit: top-dose activity change, negative = inhibition, usual class: inhibitors. human spleen homogenate, 4-MU-alpha-glucoside fluorescence. 240,000 tested, 0.006% active;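 also: 0% = enzyme with vehicle and -100% = no enzyme basal signal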
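Enzyme source: human spleen homogenate, 1 ug/well. Buffer 50 mM citric acid/K phosphate pH 5.0, 0.01% Tween-20. 4-MU-alpha-glucoside 1 mM; 37 C x 40 min; NaOH/glycine stop; fluorescence.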
GAA glycogen mod: GAA glycogen-cleavage inhibition or activation. P10253. recombinant GAA, glycogen substrate, Amplex Red glucose oxidase fluorescence. Potency, µM (series often up to 76.4 µM), without a hit: at the highest dose activity change, negative = inhibition, usual class: inhibitors. 300,000 tested, 0.38% active;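 also: 0% = full enzyme reaction and -100% = no-enzyme basal signal; the screen sought inhibitors and activators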
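Natural-substrate format: glycogen cleavage by 4 nM human enzyme, glucose read by Amplex Red coupling (Ex 573, Em 610 nm). Normalized to enzyme and no-enzyme controls.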
HTT ATP protect: Huntington cell model cytoprotection by ATP luminescence; PC12 HTT-Q103 induced, cytoprotection, ATP luminescence, 40 h; Potency, µM (titrated, usually from 56.4 µM), without a hit: cytoprotection (ATP increase), usual class: activators; 230,000 tested, 0.14% active; AID 1471;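 also: % of control where 0% means no effect; nearly all actives have a fitted effect of over 45% in size; toxic huntingtin expression switched on by the ecdysone agonist tebufenozide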
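Cells were plated at 1500 per well in phenol red-free DMEM with 5% equine and 5% calf serum. Tebufenozide (100 nM final) and compounds were added, then ATPlite reagent, and luminescence was read.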
Numbers without * were called inactive; u = inconclusive; x = not tested or not shown; [ ] = dose if it differs, or a comment. Unless noted, calls follow the shape of the dose curve; as a rule, active = well fitted curve in the direction sought with a large enough effect; inconclusive = small, poorly fitted or top-dose-only effect, or another doubt; inactive = no such curve, though single readings can be large; an effect the other way counts as inactive or inconclusive. Potency is read from the fitted curve at half-maximal effect.

cpd	structure	GAA inh	HttQ103 aggreg	IMPase Li cell	GoLoco inh red	aGlu spleen mod	GAA glycogen mod	HTT ATP protect
1	Nc1nnc(CC(=O)N2CCCCC2)s1	0.2%	-20.8%	10.4%[38.3 µM]	-2.4%	1.6%	8.3%	-7.3%[10 µM]
2	Cc1nc2ncnn2c(N2CCN(C(=O)c3cccc(F)c3)CC2)c1C	0.1%	24.6%	-4.2%	4.5%	0.8%	0.8%	12.0%[10 µM]
3	O=C(NCCC1=CCCCC1)c1ccc(CN2CCOCC2)cc1	-6.9%	-10.8%	2.6%	-13.4%	-5.0%	-14.4%	21.1%[10 µM]
4	O=C(N/N=C/c1ccc(Br)s1)Nc1ccccc1	-2.3%	8.6%	-7.2%	14.2%	0.3%	-1.5%	-25.8%
5	O=C(N/N=C/c1sc(N2CCOCC2)nc1-c1ccccc1)c1ccccc1O	-8.7%	u	21.9%	9.3%	-11.4%	-4.1%	25.8%[10 µM]
6	COc1cccc(C(=O)Nc2sc(C(C)C)cc2C(N)=O)c1OC	x	-18.4%[9.22 µM]	x	0.5%	-0.9%	-8.0%	16.5%[10 µM]
7	Cc1ccc(N(CC(=O)NCc2ccc3c(c2)OCO3)S(=O)(=O)c2c(C)noc2C)cc1	-10.2%	-11.2%	12.0%[38.3 µM]	7.6%	10.5%	0.6%	-12.8%
8	CCCC1=C(C(=O)OCC)C(c2cccs2)n2ncnc2N1 (configuration not stated)	x	-9.5%[9.22 µM]	x	-1.7%	-1.6%	-0.8%	-18.4%[10 µM]
9	Cc1cc(N2CCN(C(=O)c3ccco3)CC2)n2nc(C)c(-c3ccccc3)c2n1	-7.3%	-8.6%	17.0%[38.3 µM]	-3.4%	1.8%	2.4%	-20.5%[0.074 µM]
10	C=CCn1c(SCC(=O)c2[nH]c(C)c(C(=O)OCC)c2C)nc2scc(-c3ccc(OC)c(OC)c3)c2c1=O	0.1%	6.3%	-3.1%	16.7%	-4.8%	-9.3%	-55.2%[inhibitor][10 µM]

One compound at a time (already shown). Order of screens: GAA inh, HttQ103 aggreg, IMPase Li cell, GoLoco inh red, aGlu spleen mod, GAA glycogen mod, HTT ATP protect
Results for `Cc1cc(N2CCN(C(=O)c3ccco3)CC2)n2nc(C)c(-c3ccccc3)c2n1` = -7.3%, -8.6%, 17.0%[38.3 µM], -3.4%, 1.8%, 2.4%, -20.5%[0.074 µM]
Results for `O=C(NCCC1=CCCCC1)c1ccc(CN2CCOCC2)cc1` = -6.9%, -10.8%, 2.6%, -13.4%, -5.0%, -14.4%, 21.1%[10 µM]
Results for `O=C(N/N=C/c1ccc(Br)s1)Nc1ccccc1` = -2.3%, 8.6%, -7.2%, 14.2%, 0.3%, -1.5%, -25.8%

Carrying on:
cpd	structure	GAA inh	HttQ103 aggreg	IMPase Li cell	GoLoco inh red	aGlu spleen mod	GAA glycogen mod	HTT ATP protect
11	CCCN(CCC)C(=O)CP(=O)(c1ccccc1)c1ccccc1	-7.7%	10.8%	42.6%[activator][38.3 µM]	-1.5%	8.5%	-0.1%	-7.6%
12	O=C(O)[C@H]1CCCC[C@H]1C(=O)NCCNC(=O)[C@@H]1CCCC[C@@H]1C(=O)O	-0.2%	-13.6%	16.4%[38.3 µM]	5.1%	3.0%	4.5%	-4.5%
13	Cc1cc(C)nc(SCc2nnc(SCC(=O)N3CCCc4ccccc43)o2)n1	5.0%	14.3%	15.5%[38.3 µM]	2.0%	-2.2%	3.2%	-0.7%
14	CC(C)(C)NC(=O)C1N(c2cccnc2)C(=O)C2C(C(=O)Nc3ccccc3)C3(C)C=CC21O3 (configuration not stated)	1.9%	0.6%	9.9%[38.3 µM]	0.1%	-11.2%	1.9%	6.3%
15	Cn1cc(C(=O)c2cccc(Cl)c2)cc1/C=N\O	0.7%	-17.8%	4.7%	-5.1%	2.4%	2.0%	-15.1%
16	COc1ccc(C(=O)NCCc2ccc(S(N)(=O)=O)cc2)cc1OC	-1.8%	-10.1%	28.7%[38.3 µM]	3.9%	1.7%	-3.0%	-4.7%
17	CCN(CC)C(=O)C1CCCN(C(=O)Nc2ccccc2)C1 (configuration not stated)	-1.4%	-21.2%	30.5%[38.3 µM]	3.3%	7.7%	-2.0%	6.9%
18	CC(C)(C)c1ccc(C(=O)NN2C(=O)CSC2=S)cc1	-7.7%	-14.1%[9.22 µM]	x	35.6%[activator]	-5.5%	u	-4.5%[10 µM]
19	O=Cc1ccc2cccnc2n1	1.8%	-2.4%	-5.9%	5.7%	4.1%	1.9%	-11.6%
20	O=C(NCCO)Nc1ccc2nsnc2c1	10.0%	10.9%	-4.1%	1.8%	1.0%	5.6%	u

cpd	structure	GAA inh	HttQ103 aggreg	IMPase Li cell	GoLoco inh red	aGlu spleen mod	GAA glycogen mod	HTT ATP protect
21	O=c1c2c3c(sc2nc(NCCOCCO)n1Cc1ccco1)CCCCC3	x	12.8%[9.22 µM]	x	7.0%	0.4%	-4.5%	3.3%[10 µM]
22	CC(C)OCCCNCC(O)c1ccccc1 (configuration not stated)	-7.8%	15.0%	5.3%	4.6%	-6.2%	12.3%	-5.4%[1.9 µM]
23	Cc1cccc(OCc2nnc(SCC(=O)Nc3cccc(C(=O)N4CCOCC4)c3)n2C)c1C	2.0%	0.4%	0.7%	13.7%	1.6%	-9.2%	x
24	O=C(CSC1=N/C(=C/c2ccco2)C(=O)N1c1ccc(OC(F)F)cc1)NC1CCS(=O)(=O)C1 (configuration not stated)	-10.6%	u	17.3%	52.2%[activator]	0.8%	-6.6%	3.0%[10 µM]
25	COc1ccccc1NC(=O)c1ccc(NC(=O)CSc2nnnn2C)cc1	-3.9%	15.3%	28.7%[38.3 µM]	-29.4%	-4.6%	0.6%	-12.4%[10 µM]
26	COc1ccc(-n2c(C)cc(/C=C(\C#N)C(=O)NCc3ccco3)c2C)cc1	-1.2%	0.2%	-5.0%	59.2%[activator]	7.6%	7.1%	-18.7%[1.9 µM]
27	CCCC(=O)NC(=S)Nc1ccc(CN2CCOCC2)cc1	-7.6%	10.7%	-6.5%	9.4%	6.8%	5.1%	-15.7%[10 µM]
28	Cn1c(C(=O)O)cc2c(=O)n3ccccc3nc21	x	-6.5%[9.22 µM]	x	2.9%	18.9%	3.8%	-16.9%[10 µM]
29	CC(C)(C)c1ccc(S(=O)(=O)N2CCSC2)cc1	-14.4%	-9.1%	10.3%	-3.6%	-1.1%	13.0%	x
30	CN(C)S(=O)(=O)c1cccc(C(=O)N2CCc3ccccc32)c1	-8.4%	-15.8%	29.8%[38.3 µM]	10.1%	-16.0%	-8.0%	-28.5%

cpd	structure	GAA inh	HttQ103 aggreg	IMPase Li cell	GoLoco inh red	aGlu spleen mod	GAA glycogen mod	HTT ATP protect
31	CC1(C)CC(=O)C(C#N)=C(NCCCO)C1	-14.8%	2.1%	20.9%[38.3 µM]	11.4%	-6.8%	-3.2%	18.2%[1.9 µM]
32	O=S(=O)(NCC(c1cccnc1)N1CCN(c2ccccc2)CC1)c1cccs1 (configuration not stated)	4.0%	7.5%	25.7%[38.3 µM]	5.6%	-1.7%	20.5%	8.4%[10 µM]
33	CC(=O)OC1CCC2(C)C3=C(CCC2C1(C)C)[C@]1(C)CCC(C(C)CCC=C(C)C)[C@]1(C)CC3 (some centres not stated)	x	x	30.2%	-3.8%	-7.4%	x	-35.3%[inhibitor]
34	Cc1nc2ccccc2n1C(=O)N(C)C	-11.8%	-3.0%	-24.3%	-0.1%	x	-3.3%	-0.7%
35	CN1CCN(C(CNS(=O)(=O)c2ccc(Cl)cc2)c2cccnc2)CC1 (configuration not stated)	0.1%	-0.5%	1.4%	-1.0%	-18.0%	-2.7%	15.1%[10 µM]
36	CCOC(=O)c1cn(-c2ccc(F)c(F)c2)c2c(F)c(F)c(F)c(F)c2c1=O	-11.0%	u	2.7%[38.3 µM]	-22.8%	11.0%	-8.3%	-61.4%[inhibitor][10 µM]
37	S=C(NCCc1ccccn1)Nc1cccc(Cl)c1	4.6%	-4.4%	0.9%	7.0%	-5.3%	3.0%	-5.6%[0.074 µM]
38	CC(C)NCC(O)COC1CCC(C(C)(C)C)CC1 (configuration not stated)	-1.2%	u	-4.8%	0.5%	3.7%	2.1%	-56.2%[inhibitor]
39	CCOc1ccc(Br)cc1S(=O)(=O)Nc1ccc(Cl)c(S(=O)(=O)N(C)C)c1	2.3%	u	x	x	-2.5%	-13.0%	22.7%[10 µM]
40	O=C=Nc1ccc(Cc2ccc(N=C=O)cc2)cc1 (tested in a mixture with another compound)	x	x	-1.5%	2.5%[14.2 µM]	x	x	7.2%[10 µM]

cpd	structure	GAA inh	HttQ103 aggreg	IMPase Li cell	GoLoco inh red	aGlu spleen mod	GAA glycogen mod	HTT ATP protect
41	O=c1c2cc3c(=O)n(-c4ccccc4O)c(=O)c3cc2c(=O)n1-c1ccccc1O	-1.0%	-23.9%	4.1%	7.3%	3.1%	u	u
42	CCNc1nc2c(c(=O)[nH]c(=O)n2C)n1Cc1ccc(F)cc1	2.5%	20.4%	17.9%[38.3 µM]	11.3%	3.6%	11.9%	-1.5%[10 µM]
43	Cc1ccc(C)n1-c1nc(=S)[nH][nH]1	u	14.4%	10.4%[38.3 µM]	-3.9%	-10.0%	-7.5%	-6.2%
44	COCCCNC(=O)C1CCN(c2ncccn2)CC1	-4.7%	23.9%	-29.2%[38.3 µM]	2.5%	-9.0%	5.8%	-4.5%[10 µM]
45	CC(NC(=O)c1ccccc1Br)c1ccc2c(c1)CCCC2 (configuration not stated)	5.2%	u	0.8%[38.3 µM]	-4.2%	-6.8%	-4.3%	12.9%
46	Cc1cccc(N2CCN(CC(O)COCc3cccs3)CC2)c1C (configuration not stated)	-4.1%	5.9%	x	x	-7.6%	-3.5%	15.8%[10 µM]
47	COCCCNC(=O)CS(=O)(=O)Cc1nc(-c2cccc(OC)c2)oc1C	-0.8%	3.4%	0.8%[38.3 µM]	6.2%	-12.2%	0.6%	-13.5%
48	Cc1ccc(-n2ncc(C#N)c2N)cc1	x	-2.5%[9.22 µM]	x	5.4%	-0.5%	0.8%	7.4%[10 µM]
49	CNc1nc(-c2ccc3c(c2)CCN3C(=O)c2ccc(F)cc2)cs1	0.3%	-6.5%	10.8%	5.9%	10.0%	-17.0%	-65.4%[inhibitor]

In a second layout: results already given.
41: O=c1c2cc3c(=O)n(-c4ccccc4O)c(=O)c3cc2c(=O)n1-c1ccccc1O
42: CCNc1nc2c(c(=O)[nH]c(=O)n2C)n1Cc1ccc(F)cc1
assay / compound | 41 | 42
GAA inh | -1.0% | 2.5%
HttQ103 aggreg | -23.9% | 20.4%
IMPase Li cell | 4.1% | 17.9%[38.3 µM]
GoLoco inh red | 7.3% | 11.3%
aGlu spleen mod | 3.1% | 3.6%
GAA glycogen mod | u | 11.9%
HTT ATP protect | u | -1.5%[10 µM]

Some of the compounds tested. The share of hits here may be higher or lower than overall.
